Pol beta inh: qHTS Assay for Inhibitors of DNA Polymerase Beta | Pol beta primer extension/strand displacement, fluorescence kinetic | Potency, µM (highest dose often 114 µM), without a hit: at the highest dose activity change, negative = inhibition, most hits filed as inhibitors | hit rate 1.3% among 340,000 | AID 485314, 2010; further: potency means the concentration at half of the fitted maximal effect; on the % scale 0 is the no-effect control and ±100 the full control effect
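Pol beta (10 nM) was preincubated with compound for 15 min at room temperature. The reaction was then started with 50 nM substrate and read immediately and after a further 10 min at room temperature.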
Anesthetic bind: qHTS Assay for Identification of Novel General Anesthetics | Ferritin light chain (Equus caballus), P02791 | apoferritin/1-aminoanthracene competitive binding, fluorescence | Potency, µM (highest dose often 77.5 µM), for the others: at the highest dose activity change, negative = displacement, usual class: inhibitors | hit rate 0.074% among 350,000; further: potency means the concentration at half of the fitted maximal effect; on the % scale 0 is the no-effect control and ±100 the full control effect; nearly all actives have a fitted effect of over 20% in size
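Steps: apoferritin (10 uM) was premixed with half-saturated 1-AMA in PBS, compounds were pin-transferred, plates stood 10 min at room temperature, fluorescence was read at 380/535 nm, and curves were fitted with a Hill equation.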
POLK inh: qHTS for Inhibitors of Polymerase Kappa. DNA polymerase kappa (Homo sapiens), Q9UBT6. purified Pol kappa, fluorescent DNA synthesis assay, 10 min. Potency, µM (highest dose often 107 µM), for the others: at the top dose activity, negative = inhibition, actives largely listed as inhibitors. hit rate 0.53% among 400,000. AID 588579, 2011; further: potency means the concentration at half of the fitted maximal effect; on the % scale 0 is the no-effect control and ±100 the full control effect
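Readout: fluorescence, taken kinetically at 0 and 10 min. Conditions: 10 nM Pol kappa, 15 min RT compound preincubation, 50 nM substrate final. Controls: enzyme-free buffer wells.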
BLM helicase inh: qHTS Assay for Inhibitors of Bloom's syndrome helicase (BLM) | RecQ-like DNA helicase BLM (Homo sapiens), P54132 | recombinant BLM DNA unwinding, fluorescence dequenching | Potency, µM (doses to about 56.1 µM), for inactives: at the top dose activity change, negative = inhibition, hits mostly inhibitors | hit rate 0.2% among 350,000;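 further: potency means the concentration at half of the fitted maximal effect; plate controls were vehicle for no effect and no enzyme for full effect; nearly all actives have a fitted effect of over 35% in size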
Tb PGK inh: qHTS Assay to Find Inhibitors of Phosphoglycerate Kinase; PGK/GAPDH coupled, Kinase-Glo luminescence, 60 min; Potency, µM (series often up to 57.5 µM), for inactives: at the highest dose activity change, negative = inhibition, most hits filed as inhibitors; hit rate 0.043% among 380,000; further: potency means the concentration at half of the fitted maximal effect; on the % scale 0 is the no-effect control and ±100 the full control effect; nearly all actives have a fitted effect of over 60% in size
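Recombinant glycosomal PGK reaction used 1,3-bisphosphoglycerate generated in-well by GAPDH (100nM final) in 100mM TEA pH 7.6, 5mM MgCl2, 0.01% Tween-20. After 60 minutes at room temperature, ATP was read by Kinase-Glo Plus luminescence end-point.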
POLH inh: qHTS for Inhibitors of Polymerase Eta | AID 588591, 2011 | hit rate 1.2% among 390,000 | DNA polymerase eta (Homo sapiens), Q9Y253 | Potency, µM (top dose mostly 114 µM), for the others: top-dose activity change, negative = inhibition, usual class: inhibitors | recombinant Pol eta, fluorescent DNA replication assay; further: potency means the concentration at half of the fitted maximal effect; on the % scale 0 is the no-effect control and ±100 the full control effect
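Pol eta (10 nM) was preincubated with compounds for 15 min at room temperature, after which fluorescent replication substrate (50 nM final) was added to start the reaction. Fluorescence was read kinetically at 0 and 10 min.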
Pol iota inh: qHTS for Inhibitors of Polymerase Iota; DNA polymerase iota (Homo sapiens), Q9UNA4; Pol iota fluorescent replication assay, 10 min; Potency, µM (series often up to 115 µM), for the others: at the top dose activity, negative = inhibition, actives largely listed as inhibitors; hit rate 1% among 390,000; AID 588590, 2011; further: potency means the concentration at half of the fitted maximal effect
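Pol iota at 10 nM preincubated 15 min with compounds at room temperature; reaction started with fluorescent substrate, 50 nM final. Fluorescence read kinetically at 0 and 10 min; buffer-only wells as negative control.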
RXFP1 antagonist: qHTS Assay for Antagonists of the Relaxin Receptor RXFP1 | Relaxin receptor 1 (Homo sapiens), Q9HBX9 | HEK293-RXFP1, relaxin-stimulated cAMP HTRF, 30 min; active compounds read low | activity change, negative = inhibition, % at 57.5 µM | hit rate 0.59% among 350,000 | AID 1259400, 2018;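 active means activity change of -60% or lower, but not beyond a set lower limit; inconclusive means change between -60% and -40%, or beyond the set limit; inactive means change above -40%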; further: on the % scale 0 is the no-effect control and ±100 the full control effect
APE1 inh: qHTS Assay for Inhibitors of the Human Apurinic/apyrimidinic Endonuclease 1 (APE1); DNA repair nuclease/redox regulator APEX1 (Homo sapiens), P27695; recombinant APE1, TAMRA/BHQ-2 abasic DNA cleavage fluorescence; Potency, µM (titrated, usually from 65.8 µM), for the others: top-dose activity change, negative = inhibition, actives largely listed as inhibitors; hit rate 0.35% among 350,000;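 further: potency means the concentration at half of the fitted maximal effect; plate controls were vehicle for no effect and reference inhibitor for full effect; nearly all actives have a fitted effect of over 55% in size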
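0.75 nM APE1 + cpd, 15 min RT; start w/ 50 nM TAMRA/BHQ-2 THF-abasic dsDNA; kinetic fluor 525/598 nm ×3 reads @60 s; Δ(read3−read1); normalized to DMSO and NSC13755 control wells.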
Active calls of the source: *; i = inactive; ? = inconclusive; / = not tested or not shown; & = joins results of further samples; [ ] = dose if it differs, or a comment. Unless noted, the call rests on the fitted dose curve; in most records, active means well fitted curve in the direction sought with a large enough effect; inconclusive means small, poorly fitted or top-dose-only effect, or another doubt; inactive means no such curve, though single readings can be large; an effect the other way counts as inactive or inconclusive.

SMILES	Pol beta inh	Anesthetic bind	POLK inh	BLM helicase inh	Tb PGK inh	POLH inh	Pol iota inh	RXFP1 antagonist	APE1 inh
COc1ccc(CNC(=S)Nc2cc(OC)ccc2OC)cc1	2%	-9%	-5%	4%	i	-18%	8%	-2	-1%
CCC(=O)Nc1c2c(nn1-c1ccc(OC)cc1)CS(=O)C2 (stereo not drawn)	26%	0%	4%	1%	-8%	-4%	-8%	/	-2%
CCC(C)(C)NC(=O)CN(C(=O)C(=O)Nc1ccc2c(c1)OCCO2)C1CC1	-24%	2%	-3%	-3%	-2%	6%	73%[activator]	12	32%
Cc1ccc(NC(=S)NC(=O)c2ccc(-c3ccccc3)cc2)cc1	/	/	-10%	/	-9%	-13%	4%	-4	/
CC(C)c1ccc(OCCCN2CCCC2)cc1	42%	-6%	-3%	0%	8%	-12%	10%	-3	-1%
Cc1ccnc(NC(=O)c2ccc([N+](=O)[O-])o2)c1	?	-12%	-36%	-7%	-6%	?	?	10	-4%
CCOc1ccc(NC(=S)NCc2ccc3c(c2)OCO3)cc1	4%	-5%	3%	-5%	-3%	-9%	42%[activator]	-13	-4%
COc1ccc(OC)c(C(=O)NC(CC(N)=O)c2ccc(N3CCC(Cc4ccccc4)CC3)c([N+](=O)[O-])c2)c1 (stereo not drawn)	32%	-16%	4%	-11%	i	-22%	31%	/	-8%
CCc1ccc(CN2CCC(n3nccc3NC(=O)Cc3ccccc3)CC2)o1	28%	-5%	-9%	2%	-6%	-13%	28%	-9	-9%
Cc1cccn2c(CNCCc3ccco3)c(C(=O)N3CCOCC3)nc12	0%	-9%	-8%	-1%	-1%	-18%	16%	-13	6%
O=C(NNC(=O)c1cc([N+](=O)[O-])ccc1Cl)c1cccnc1	15%	-6%	14%	0%	i	-11%	14%	-5	49%[activator]
CCn1cc(S(=O)(=O)c2cc(C)cc(C)c2)c(=O)c2cc(F)c(N3CCOCC3)cc21	6%	-19%	-4%	-1%	-9%	-13%	30%	-12	/
CCOC(=O)C(NC(=O)Nc1ccc(O)cc1)(c1ccccc1)C(F)(F)F (stereo not drawn)	44%	-18%	-18%	-19%	2%	-19%	53%	11	12%
CC(=O)c1ccc(S(=O)(=O)Nc2cccc(-n3cnnn3)c2)cc1	?	-7%	?	-17%	?	7.9µM*	20µM*	5	-47%
CCCC(NC(=O)C(C)N1CCN(S(=O)(=O)c2ccccc2)CC1)c1ccccc1 (stereo not drawn)	/	/	-4%	/	-9%	-25%	6%	4	24%
COC(=O)CCCCCNC(=S)Nc1ccc2[nH]c(=O)[nH]c2c1	2%	-6%	8%	-4%	-9%	-14%	10%	-7	-8%
COc1cc2cc(CN(CCO)S(=O)(=O)c3ccccc3)c(=O)[nH]c2cc1OC	9%	-2%	6%	2%	i	-9%	3%	-10	-3%
COC(=O)COc1cccc(-n2cnnn2)c1	20%	-8%	5%	1%	3%	-14%	17%	-15	-4%
COc1cccc(C(=O)n2cnnc2N)c1OC	-18%	-4%	-3%	-2%	-5%	-2%	16%	1	0%
CCOC(=O)CNC(=O)CSc1nc(-c2ccc(C)cc2)ns1	17%	-7%	-8%	0%	-9%	-6%	-28%	-12	2%
C=CCN1CCN(C(CC(C)C)c2nnnn2CCOC)CC1 (stereo not drawn)	8%	-4%	-19%	-4%	-1%	-7%	-9%	-3	-5%
CCOC(=O)c1cc(NC(=O)C2C3CCC(O3)C2C(=O)O)cc(C(=O)OCC)c1 (stereo not drawn)	12%	-5%	-7%	0%	0%	-6%	8%[58.9 µM]	6	-4%
CCN(Cc1ccc(OC)c(COC)c1)CC1CCCN(CCc2cccc(F)c2)C1 (stereo not drawn)	5%	-10%	13%	7%	-10%	-6%	31%	-8	6%
CCCn1c(SCC(=O)Nc2ccccc2N2CCOCC2)nc2c1c(=O)n(C)c(=O)n2C	0%	38%[activator]	2%	-5%	10%	2%	11%	0	7%
CC1CCN(c2nc3c(S(=O)(=O)c4cccc(Cl)c4)nnn3c3ccsc23)CC1	?	8%	-9%	-9%	i	-3%	20%	-12	/
CCn1c(Cc2ccc(OC)cc2)nnc1SCc1nc2ccccc2c(=O)[nH]1	1%	-10%	-6%	1%	5%	-5%	1%	13	-2%
O=C(CSc1n[nH]c(=O)n1-c1ccc2c(c1)OCCO2)Nc1ccccc1	3%	-9%	5%	0%	-3%	-14%	54%[activator]	-20	1%
Cc1ccc2c(CNCc3ccco3)cc(=O)oc2c1	16%	-12%	-8%	-6%	-3%	-15%	-12%[58.9 µM]	7	-4%
CCN(CC)Cc1c(O)ccc2c(=O)c(-c3ccccc3OC)coc12	30%	112%[activator]	-15%	-1%	1%	-25%	72%[activator]	12	-9%
CCSS(=O)(=O)c1cccc2cccnc12	1%	-4%	-6%	2%	6%	0%	-2%	-18	3%
COc1ccc(-c2noc(-c3ccc(N4CCN(c5ccccc5OC)CC4)c([N+](=O)[O-])c3)n2)cc1	4%	-1%	-17%	-5%	-7%	-11%	12%	/	/
COc1ccc(NC(=O)Cn2c(=O)oc3cc(S(=O)(=O)N4CCCCCC4)ccc32)cc1OC	8%	?	-3%[60.1 µM]	3%	0%	-12%	0%	-3	/
Cc1ccc(NC(=S)NC(=O)c2cncc(Br)c2)c(C)c1	/	/	7%	/	i	-1%	20%	-3	/
CC1=CC2=NC(=O)CC(C)(C(=O)N(CC(=O)NC3CCCC3)Cc3ccccc3)N2C=C1 (stereo not drawn)	37%	-8%	-5%	-4%	2%	-10%	97%[activator]	-11	-1%
CC(C)N(C(=O)[C@H]1C[C@H](CC(=O)NCCCN(C)C)C(=O)N2CCc3c([nH]c4ccc(Cl)cc34)[C@]12C)C(C)C	/	/	-15%	/	8%	-7%	0%	/	-8%
O=C(COC(=O)CCC(=O)c1cccs1)NC(=O)c1ccc(OC(F)F)cc1	1%	-18%	-3%	-2%	-3%	-12%	-3%	5	?
CC(=O)N1CCc2cc(S(=O)(=O)CCC(=O)N3CCN(c4ccccc4F)CC3)ccc21	-4%&-7%	-10%&54%	11%&-19%	-3%&-5%	-1%&9%	-9%&0%	22%&-10%	2	94%
O=C(c1cc(N2CCCCC2)nc2ccccc12)N1CCOCC1	-21%	9%	-12%	-4%	-7%	0%	-8%[58.9 µM]	10	6%
Cc1ccc(NC(=O)CSc2nnc(-c3cccs3)o2)cc1S(=O)(=O)N(C)C	-16%	-12%	/	-5%	/	/	/	/	-4%
CN(C(=O)CN(C)S(=O)(=O)c1ccc(F)cc1)c1c(N)n(Cc2ccccc2)c(=O)[nH]c1=O	/	/	-15%	/	0%	0%	13%	5	-2%
Cc1cc2cc(CNC(=O)c3ccc(Br)o3)ccc2n1C	-18%	-2%	?	-20%	-11%	-6%	?	3	9%
COc1cc(OC)c2c(-c3cccc(/C=C/c4ccc(F)cc4)c3)cc(=O)oc2c1	/	-3%[110 µM]	11%	-3%[75.6 µM]	0%	-16%	12%	/	-7%&-8%
CN(C)/N=C1\C(=O)N(CN2CCN(c3ccccc3)CC2)c2ccccc21	/	/	-1%	/	-7%	-14%	-23%	-10	7%
COCC1CCCCC1OS(N)(=O)=O (stereo not drawn)	1%	-2%	4%	-1%	-9%	-18%	?	/	30%
O=C(C1=C[C@H](c2ccc(C(F)(F)F)cc2)C[C@H](OCCCCO)O1)N1CCN(Cc2ccccc2)CC1	2%	-21%	-9%	-13%	0%	-23%	-7%	/	13%
N#CCCNS(=O)(=O)c1ccc(C(=O)OCC(=O)Nc2ccc3c(c2)OCO3)cc1	/	/	-7%	/	4%	-6%	1%	0	-14%
CC(=O)Nc1c(Cl)n(C(C)=O)c2ccccc12	-4%	5%	1%	-2%	0%	-5%	14%	-7	-1%
O=C(Nc1ccc(Br)cc1)c1ccc(Br)c(S(=O)(=O)Nc2cccnc2)c1	15%	0%	-37%	2%	-7%	-4%	19%	4	16%
OCCC1CN(Cc2nc3ccccc3s2)CCN1CCc1ccccc1 (stereo not drawn)	-14%	-13%	-3%	0%	-5%	-2%	21%	-13	5%
CCOc1ccccc1Nc1nc(N2CCCC2)nc(N2CCOCC2)n1	/	/	-28%	/	2%	-16%	-4%	/	/

Copied from the list:
Cc1cc2cc(CNC(=O)c3ccc(Br)o3)ccc2n1C in BLM helicase inh is entered as -20%
COc1cc(OC)c2c(-c3cccc(/C=C/c4ccc(F)cc4)c3)cc(=O)oc2c1 in POLH inh is entered as -16%

The listing continues:
SMILES	Pol beta inh	Anesthetic bind	POLK inh	BLM helicase inh	Tb PGK inh	POLH inh	Pol iota inh	RXFP1 antagonist	APE1 inh
Cc1nn(CCOc2ccccc2)c(=O)n1-c1ccccc1F	-1%	-4%	6%	-1%	3%	-5%	23%	-10	1%
Nc1nc(NCC2CCCO2)nc(Nc2ccccc2)c1[N+](=O)[O-] (stereo not drawn)	25%	2%	4%	-2%	7%	-15%	-6%	/	3%
CCC(OC(=O)C(CC(C)C)NC(=O)c1ccccc1)C(=O)Nc1nnc(C)s1 (stereo not drawn)	/	/	2%	/	-1%	-11%	36%	/	-9%
COc1cc(/C=C(\CCC(=O)O)c2nc3ccccc3s2)ccc1OCC(=O)Nc1c(Cl)cccc1Cl	/	/	-15%	/	?	?	16%	-3	?
CCN(CC)Cc1c(O)c(Cl)cc2c(C)cc(=O)oc12	10µM*	753%[activator]	89µM*	-21%	-14%	20µM*	?	7	13µM*

This is a subset; the hit share may differ from the screen's.
